PL biosyn Enam: phospholipid synthesis inhibitors, CHO cells, primary screen, ZR-82 cells, Enamine library, screen 3. 20,000 compounds, 0.4% hits. ZR-82 CHO cells, pyrene fatty acid UV survival, CellTiter Blue; peroxisome-deficient CHO-K1 mutant line; plus DGAT-1, DGAT-2 and ACAT inhibitors. calls only at 10 µM;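 active = cell survival signal 2 SD away from solvent-only control wells, confirmed on one or two retests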;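 note: 3 h compound exposure then viability read about one day after UV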
Calls only; i = inactive. Only part of the results is shown. The share of hits here may be higher or lower than overall.

Start of the listing, in advance (2 entries):
SMILES | PL biosyn Enam
CC(C)(C)NC(=O)C1CCC2CC3CCC4NC(=O)C=CC4(C)C3CC21C (stereo not given) | i
CCSc1nnc(SCC(=O)c2c(N)n(CC(C)C)c(=O)n(C)c2=O)s1 | i

This part in full, previewed entries included:
SMILES | PL biosyn Enam
CC(C)(C)NC(=O)C1CCC2CC3CCC4NC(=O)C=CC4(C)C3CC21C (stereo not given) | i
CCSc1nnc(SCC(=O)c2c(N)n(CC(C)C)c(=O)n(C)c2=O)s1 | i
O=c1ccc2ccc(OCc3cc(=O)n4ccsc4n3)cc2o1 | i
FC(F)(F)c1n[nH]c(=S)n1/N=C/c1ccco1 | i
CN1C(=O)N(CC(=O)NC2=NCCS2)C(=O)C12CCCCC2 | i
Cc1cc(C)c(/C=C/c2ccc3ccccc3n2)c(C)c1 | i
Cc1ccn2c(=O)cc(CSc3nnnn3C3CCCC3)nc2c1 | i
CSc1nnc(SCC(=O)NC(=O)c2cccn2C)s1 | i
Cc1nnc(SCC(=O)Nc2sc3c(c2C(N)=O)CCC(C)C3)n1C1CC1 (stereo not given) | i
O=C(CC1SC(=Nc2ccc3c(c2)OCCO3)NC1=O)Nc1ccc(F)cc1F (stereo not given) | i
Cc1nc(SCc2cc(C)on2)c2c(C)c(C)sc2n1 | i
Cc1c(C(=O)C(F)(F)F)c2ccccn2c1C1=NS(=O)(=O)c2ccccc21 | i
COc1ccc2nc(SCc3cc(=O)oc4cc5c(cc34)CCC5)[nH]c2c1 | i
C=CCN1C(=O)/C(=C/c2c(N3CCNC(=O)C3CC(=O)OCC)nc3ccccn3c2=O)SC1=S (stereo not given) | i
CCc1cc2c(=O)n(Cc3ccco3)c(=S)[nH]c2s1 | i
c1ccc(NNC2=NCCS2)cc1 | i
Fc1ccc(/C=N/Nc2cc(C(F)(F)F)ccc2Cl)c(F)c1 | i
CCOC(=O)C1=C(COC(=O)C2CC2(Cl)Cl)NC(=O)NC1CC (stereo not given) | i
NC(=O)c1c(NC(=O)CSc2nnnn2C2CCCC2)sc2c1CCC2 | i
C=CCn1c(SCC(C)=O)nc2sc3c(c2c1=O)CCCC3 | i
C=CCNC(=S)N/N=C(\C)c1ccc[nH]1 | i
CCC12CC3CC(C1)CC(C(=O)O)(C3)C2 | i
COc1ccc(CN(C)Cn2[nH]c(-c3ccc(C)cc3)nc2=S)c(OC)c1OC | i
COC(=O)N=Nc1c(O)[nH]c2ccc(Br)cc12 | i
CCCn1cc[nH]c1=S | i

Reprinted from the part before: three entries; new compounds follow.
SMILES | PL biosyn Enam
COc1ccc(CN(C)Cn2[nH]c(-c3ccc(C)cc3)nc2=S)c(OC)c1OC | i
COC(=O)N=Nc1c(O)[nH]c2ccc(Br)cc12 | i
CCCn1cc[nH]c1=S | i
Cc1c(C(=O)OCC(=O)c2ccc(Cl)s2)sc2nc3n(c(=O)c12)CCC3 | i
Cc1nn(-c2ccccc2)c2c1P(=Nc1ccc(Br)cc1)(c1ccccc1)/C(=C1/N(C)c3ccccc3C1(C)C)C=N2 (stereo not given) | i
Cc1cc2c(cc1C)CSC(C)(C)SC2 | i
CN1C(=O)C(C2(C3C(=O)N(C)C(=O)N(C)C3=O)C(=O)Nc3c(Cl)cc(Cl)cc32)C(=O)N(C)C1=O | i
c1ccn2cc(C34CC5CC(CC(C5)C3)C4)nc2c1 | i
O=c1c2cc(Br)ccc2ncn1Cc1cc2c(cc1Br)OCO2 | i
CN(Cn1nc(Nc2ccccc2F)sc1=S)C1CCCCC1 | i
O=C(CSc1nnc(C2CCCCC2)o1)NN1C(=O)NC2(CCCCC2)C1=O | i
CCN(CC(=O)NC1CCS(=O)(=O)C1)S(=O)(=O)c1c(C)noc1C (stereo not given) | i
Cc1cc(Cn2nc(C)c([N+](=O)[O-])c2C)no1 | i
CCN(CC(=O)NC(C)C)CC(=O)NC1CCCCCCC1 | i
Cc1ccc(-c2nnc(C(C)N3CCN(Cc4ccc(C(C)C)cc4)CC3)o2)cc1 (stereo not given) | i
O=S1(=O)N=C2CCCN2C(c2ccc(F)cc2)N1 (stereo not given) | i
Cc1c(Cl)cnc(NC(=O)COC(=O)CNC(=O)C23CC4CC(CC(C4)C2)C3)c1Cl | i
O=C(CC12CC3CC(CC(C3)C1)C2)NN=C1CCCCCCCCCCC1 | i
CC1Cc2ccccc2N1C1=NS(=O)(=O)c2ccccc21 (stereo not given) | i
Cc1cccc(-n2sc3c(c2=S)-c2ccccc2NC3(C)C)c1 | i
CC(=O)Cc1nsc(NC(=O)c2csc3c2CCCC3)n1 | i
Oc1ccc(-c2[nH]ncc2-c2cnc[nH]2)c(O)c1 | i
NC(=O)c1c(NC(=O)C(=O)Nc2sc3c(c2C(N)=O)CCCC3)sc2c1CCCC2 | i
CCNC(=O)NC(=O)C(C)Sc1nnc(N)s1 (stereo not given) | i
C=CCNC(=O)NC(=O)COC(=O)C1C(C(=O)OC)=C(C)NC(C)=C1C(=O)OC | i
Cc1c(-n2c(SCn3nnc4ccccc4c3=O)nc3ccccc3c2=O)c(=O)n(-c2ccccc2)n1C | i
CC(=O)NC(C)C(=O)NC(C)C12CC3CC(CC(C3)C1)C2 (stereo not given) | i
COc1ccc(C2=CSC3=NS(=O)(=O)CCN23)cc1Cl | i
CCC1CCC(=NNC(=O)OC(C)(C)C)CC1 (stereo not given) | i
O=c1cc(CN(Cc2cc(=O)n3ccsc3n2)Cc2ccco2)nc2sccn12 | i
S=c1n(CN2CCCC2c2ccc3c(c2)OCCO3)nc2n1CCCCC2 (stereo not given) | i
O=S(=O)(c1cc(Cl)cc(Cl)c1)N1CCc2ccccc21 | i
S=C(NCCc1ccccc1)NC1CCSc2ccccc21 (stereo not given) | i
Cc1sc2ncnc(NCc3nnc4c(Cl)cc(C(F)(F)F)cn34)c2c1C | i
O=C(Cn1cnc2sccc2c1=O)N1CCN(C(=O)c2cccs2)CC1 | i
S=C(Nc1ccc(N2CCCCC2)cc1)NC1CCCCC1 | i
CN1N=C(c2ccc(Cl)cc2)CSC1=NCc1ccccc1 | i
CCOC(=O)c1c(C)[nH]c(C(=O)C(C)OC(=O)C2(CC(=O)NC(C)(C)C)CCCC2)c1C (stereo not given) | i
O=C(CN1C(=O)NC2(CCCc3sccc32)C1=O)N1CCN(C(=O)c2ccco2)CC1 (stereo not given) | i
O=C(CCn1c(=O)oc2ccccc21)OCCCn1c(=O)[nH]c2ccccc21 | i
O=C1OCC(CO)(CO)N=C1NNc1ccc(Cl)cc1 | i
COc1ccc(Cc2nnc3n2N=C(c2ccc(Cl)cc2Cl)CS3)cc1OC | i
O=C1Cc2cc(S(=O)(=O)N3CCc4ccccc43)ccc2N1 | i
c1csc(Cn2nnnc2Sc2ncnc3sccc23)c1 | i
CC1CCc2c(sc3[nH]c(=S)n(Cc4ccco4)c(=O)c23)C1 (stereo not given) | i
CCN(CC)C1=CC(=[N+]2CCCC2)CC(C)(C)C1 | i
NC(=O)c1c(NC(=O)CC23CC4CC(CC(Br)(C4)C2)C3)sc2c1CCCC2 | i
O=C1OC(C23CC4CC(CC(C4)C2)C3)=N/C1=C\c1ccc(Cl)c(Cl)c1 | i
CCNc1nc(NCC)n2c(SCC(=O)Nc3c(F)c(F)c(F)c(F)c3F)nnc2n1 | i
O=S(=O)(c1ccc(N2CN(S(=O)(=O)c3ccccc3)c3nc4ccccc4nc32)cc1)N1CCCC1 | i
CCc1ccc(C2C=C(c3ccc(F)cc3)Nc3ncnn32)cc1 (stereo not given) | i
O=c1nc2n(c3ccccc13)Cc1ccccc1-2 | i
CC(C)(C)c1nn2cnnc2n(/N=C/c2cc(Br)cs2)c1=O | i

Next results:
SMILES | PL biosyn Enam
CCS(=O)(=O)c1ccc2oc(SCc3cn4c(C)cc(C)nc4n3)nc2c1 | i
Cc1ccc(-c2c(C)n([O-])c3c([n+]2=O)CCCC3)cc1 | i
Cc1cc(Sc2nc(N)ncc2[N+](=O)[O-])ncn1 | i
COc1ccc(-c2noc(CSc3nnc(-c4ccc(OC)c(OC)c4)o3)n2)cc1OC | i
Cc1oc2cc(OC(C)C)ccc2c(=O)c1Oc1ccccc1 | i
S=C(N=c1sccn1Cc1ccccc1)NC1CC1 | i
Cc1csc(=O)n1CCC(=O)OCC(=O)NC1CCS(=O)(=O)C1 (stereo not given) | i
COCCNc1nnc(SCC(=O)Nc2sc3c(c2C(=O)OC)CCC3)s1 | i
O=C1NC2(CCCc3sccc32)C(=O)N1Cc1coc(-c2cccs2)n1 (stereo not given) | i
CCCn1c(SCc2cc(=O)n3c(C)csc3n2)n[nH]c1=O | i
CCOc1cc(/C=N/n2c(C)csc2=NC(C)C)ccc1O | i
O=C1Nc2cc3c(cc2C1(O)C(F)(F)F)OCCO3 (stereo not given) | i
O=S(=O)(Cc1nc2ccccc2s1)c1ccccc1 | i
NS(=O)(=O)c1cc2c(cc1Cl)NC(c1cccc(Cl)c1Cl)NS2(=O)=O (stereo not given) | i
Cc1noc(C)c1S(=O)(=O)N1CCSc2ccccc21 | i
CC1(C)C2CC=C(/C=N/n3c(-c4ccc(OC(F)F)cc4)n[nH]c3=S)C1C2 (stereo not given) | i
Cc1nc(SCC(=O)C23CC4CC(CC(C4)C2)C3)nc(C)c1C | i
O=C(CN1CCN(S(=O)(=O)c2ccc(Br)s2)CC1)N1CCCCCC1 | i
CC12CCC(C(=O)Nc3nccs3)(CC1=O)C2(C)C (stereo not given) | i
NC(=O)Cc1cn2ccsc2n1 | i
Cc1cc(/C=N/NC(N)=S)c(O)c(/C=N/NC(N)=S)c1 | i
CN1/C(=C\P(=Nc2ccccc2Br)(C2CCCCC2)N2CCOCC2)C(C)(C)c2ccccc21 (stereo not given) | i
O=C(CNC(=O)c1cccs1)NN1C(=O)NC2(CCCCC2)C1=O | i
CN(C)c1ccc(N=Nc2ccc(S(N)(=O)=O)cc2)cc1 | i
Clc1cc(CSc2nnc(C3CC3)n2C2CC2)cc2c1OCCO2 | i
CC(C)n1c2ccc(Br)cc2c2nc3ccccc3nc21 | i
O=C(N=C1N=C2C=CC(Br)=CN2Cc2ccccc21)c1ccc(=O)oc1 | i
CC1(C)N=C(N)NC(Nc2ccccc2Br)=N1 | i
O=[N+]([O-])c1ccc(Sc2n[nH]c(-c3ccncc3)n2)c([N+](=O)[O-])c1 | i
CCOC(=O)c1c(NC(=O)C[N+]2(C)CCOCC2)sc(C)c1C | i
O=c1oc2cc(Oc3ncnc4c3oc3ccccc34)ccc2c2c1CCC2 | i
O=S1(=O)c2cccc3cccc(c23)N1Cc1cc(Cl)ccc1OC(F)F | i
C(=N\Nc1nc2ccccc2o1)/c1ccc(N2CCOCC2)s1 | i
Clc1ccc2nc(-n3nc4ccccc4n3)nc(-c3ccccc3)c2c1 | i
CN=c1scc(-c2ccccc2F)n1/N=C/c1ccc(O)c(O)c1O | i
CC(C)Cn1c(N)c(C(=O)CSc2nncs2)c(=O)n(C)c1=O | i
C(=N\N1CCOCC1)/c1ccsc1 | i
CC(C)CCSc1nc2ncn(C)c2c(=O)[nH]1 | i
CCCCCn1c(C)cc(=O)[nH]c1=O | i
Cn1c(Sc2ncnc3sc4c(c23)CCCC4)nc2sc3c(c2c1=O)CCCC3 | i
Fc1ccc(-c2cc3ncnc(NCc4cccnc4)c3s2)cc1 | i
Cn1cccc1/C=N/Nc1c(Cl)cc(Cl)cc1Cl | i
S=C(NNc1ccnc2cc(Cl)ccc12)Nc1ccc(Cl)cc1 | i
CCC(C)(C)C1CCC2(CC1)N=C(N)Nc1nc3cc4c(cc3n12)OCCCO4 (stereo not given) | i
Cc1nc2cc([N+](=O)[O-])ccc2o1 | i
COc1cc(-c2n[nH]c(=S)n2C2CCCCC2)cc(OC)c1OC | i
CN(C)c1nc(-c2ccccc2)c2cc(Br)ccc2n1 | i
Cc1nc(N2CCCCCC2)c2c3c(sc2n1)CCC3 | i
CC(C)NC(=O)NC(=O)CN1C(=O)NC2(CCCCCC2)C1=O | i
c1ccc(-c2cc(=Nc3ccc4c(c3)OCCO4)c3ccccc3o2)cc1 | i

Carrying on:
SMILES | PL biosyn Enam
COc1ccc2nc(NC(=O)c3cc(OC)c(OC)c(OC)c3)sc2c1 | i
Fc1ccccc1-c1nnc(SC(c2ccccc2)c2ccccc2)o1 | i
COC(=O)CNC(=O)c1ccc([N+](=O)[O-])o1 | i
O=C(NCC(c1ccco1)N1CCCC1)C1=CN2CCS(=O)(=O)N=C2C=C1 (stereo not given) | i
O=C(O)CN1CCSC1=O | i
CN1CCC2(CC1)Oc1ccccc1C1CC(c3ccc(Br)cc3)=NN12 (stereo not given) | i
Oc1cccc2c1NCCC2 | i
CCC(=O)N(c1nnc(SCc2cc(=O)n3cc(Br)ccc3n2)s1)C1CC1 | i
O=C1CCC(C(=O)Nc2nnc(C3CC3)s2)=NN1 | i
ClC(Cl)(Cl)c1nc(N/N=C/c2ccccn2)c2ccccc2n1 | i
C[N+]1(C)CCCNc2nc3ccccc3nc21 | i
CCc1nnsc1C(=O)OCC(=O)N1N=C2/C(=C/c3ccco3)CCCC2C1c1ccco1 (stereo not given) | i
Nc1cc(=O)[nH]c(SCCOc2ccccc2F)n1 | i
COc1ccc(NC(=S)Nc2ccc(OC)c(OC)c2)cc1 | i

Three entries drawn at random from the list so far:
SMILES | PL biosyn Enam
CN1CCC2(CC1)Oc1ccccc1C1CC(c3ccc(Br)cc3)=NN12 (stereo not given) | i
Fc1ccccc1-c1nnc(SC(c2ccccc2)c2ccccc2)o1 | i
COc1ccc2nc(NC(=O)c3cc(OC)c(OC)c(OC)c3)sc2c1 | i

High-throughput results as filed in PubChem BioAssay.
